Source: PubChem BioAssay
KDM5B inhibitor: blocks human KDM5B histone demethylase activity. Q9UGL1. 220,000 compounds, 2.6% hits. Potency, µM (series often up to 57.7 µM), inactives show at the highest dose activity change, negative = inhibition, usual class: inhibitors. KDM5B demethylase, FDH-coupled NADH fluorescence (FDH is formaldehyde dehydrogenase); active = well fitted inhibition curve with a large enough effect; inconclusive = small, poorly fitted or top-dose-only effect; inactive = no such curve, though single readings can be large or run the other way; also: 0% is about no effect; nearly all actives have a fitted effect of over 70% in size
Target sequence (Q9UGL1 whole entry, looked up): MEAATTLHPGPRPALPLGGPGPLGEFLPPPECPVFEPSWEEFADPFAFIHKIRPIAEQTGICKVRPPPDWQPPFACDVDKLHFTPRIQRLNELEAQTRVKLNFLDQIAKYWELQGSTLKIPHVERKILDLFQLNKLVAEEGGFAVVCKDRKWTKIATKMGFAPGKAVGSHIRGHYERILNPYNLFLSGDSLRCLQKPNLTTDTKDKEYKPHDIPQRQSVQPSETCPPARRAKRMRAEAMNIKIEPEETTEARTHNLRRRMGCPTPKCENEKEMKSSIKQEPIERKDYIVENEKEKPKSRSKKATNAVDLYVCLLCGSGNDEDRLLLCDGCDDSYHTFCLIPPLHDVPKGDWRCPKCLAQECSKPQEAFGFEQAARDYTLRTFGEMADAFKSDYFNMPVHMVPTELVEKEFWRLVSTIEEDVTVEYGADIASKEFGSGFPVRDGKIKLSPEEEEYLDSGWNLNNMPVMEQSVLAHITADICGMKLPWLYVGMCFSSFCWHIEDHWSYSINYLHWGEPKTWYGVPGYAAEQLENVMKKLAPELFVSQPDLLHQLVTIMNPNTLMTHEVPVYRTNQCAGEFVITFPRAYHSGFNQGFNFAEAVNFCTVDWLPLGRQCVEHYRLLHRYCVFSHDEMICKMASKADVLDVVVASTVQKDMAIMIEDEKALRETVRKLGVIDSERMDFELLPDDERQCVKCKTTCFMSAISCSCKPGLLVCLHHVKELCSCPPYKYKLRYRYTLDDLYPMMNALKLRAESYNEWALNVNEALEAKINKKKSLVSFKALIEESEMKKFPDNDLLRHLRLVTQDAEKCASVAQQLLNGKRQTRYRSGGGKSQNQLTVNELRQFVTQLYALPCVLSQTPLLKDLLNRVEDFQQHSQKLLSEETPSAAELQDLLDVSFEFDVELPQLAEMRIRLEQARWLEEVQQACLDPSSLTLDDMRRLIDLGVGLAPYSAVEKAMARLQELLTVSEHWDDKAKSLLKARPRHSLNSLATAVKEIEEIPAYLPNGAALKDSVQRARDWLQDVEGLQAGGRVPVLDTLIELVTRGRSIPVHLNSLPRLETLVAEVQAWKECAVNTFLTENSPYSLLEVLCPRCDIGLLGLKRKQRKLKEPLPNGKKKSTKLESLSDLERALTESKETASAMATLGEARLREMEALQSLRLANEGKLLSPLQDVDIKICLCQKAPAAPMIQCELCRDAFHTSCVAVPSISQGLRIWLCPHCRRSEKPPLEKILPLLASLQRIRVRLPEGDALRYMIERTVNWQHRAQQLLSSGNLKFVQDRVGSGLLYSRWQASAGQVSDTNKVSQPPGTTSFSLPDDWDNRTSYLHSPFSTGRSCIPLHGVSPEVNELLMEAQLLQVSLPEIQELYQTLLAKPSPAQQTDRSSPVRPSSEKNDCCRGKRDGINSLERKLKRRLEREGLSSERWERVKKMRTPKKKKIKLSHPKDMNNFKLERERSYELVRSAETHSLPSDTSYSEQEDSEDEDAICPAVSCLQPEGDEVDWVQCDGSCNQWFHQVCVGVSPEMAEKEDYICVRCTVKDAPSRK
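Measured: NADH fluorescence change, 30 min, RT. System: KDM5BΔAP 200 nM final, H3K4me3 peptide, α-KG, Fe(II), ascorbate, NAD⁺ plus FDH, pH 7.5 HEPES. Compounds: titrated, 10 min pre-incubation with enzyme.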
The depositor's hits bear a star; ? = inconclusive; & = joins results of further samples; [ ] = another dose, or the depositor's remark. Potency is read from the fitted curve at half-maximal effect.

SMILES	KDM5B inhibitor
CCOc1ccccc1C(=O)N1CCCN(C)c2ccccc21	5.9%
Cc1ccc(CN2C(=O)SC(Nc3ccccc3)C2=O)cc1 (stereo not drawn)	-21.6%
O=C(Nc1ccc2oc(-c3cccc4c(Br)cccc34)nc2c1)c1cccnc1	-19.9%
Cc1cc(=O)n(CCN2CCOCC2)c(N2CCCC2)n1	?
Cc1nc(N2CCCC2)c2c(C(=O)Nc3cccc(Cl)c3)c(C)oc2n1	?
CCOC(=O)c1cc(S(=O)(=O)Nc2ccc(Br)c(C)c2)[nH]n1	-27.4%
Cc1ccc(-n2c(C3CCN(C(=O)COc4ccc(Cl)cc4C)CC3)n[nH]c2=O)cc1	30.5%
Cc1cccc(NC(=O)CSC2=Nc3ccccc3C3=NC(CCC(=O)NCc4ccc(F)cc4)C(=O)N23)c1 (stereo not drawn)	14.7%
Cc1ccc(Sc2ccc(Sc3ccc(C)cc3)c(C#N)c2)cc1	19.5%
COc1ccc(NC(=O)CSc2cc(C)nc3c(-c4ccccc4)cnn23)cc1	?
C=C(C)Cn1c(N(C)C)nc2c1c(=O)n(C)c(=O)n2C	8.0%
COc1ccc(C(=O)N2CCC(Oc3nccnc3N(C)C)C2)c(OC)c1 (stereo not drawn)	-14.4%
NC(=O)c1ccccc1NC(=O)C1CCCN(c2ncnc3onc(-c4ccc(F)cc4)c23)C1 (stereo not drawn)	-4.3%
COc1ccc(OC)c(NC(=O)CCn2ccnc2)c1	43.6%&4.0%
C/C(Cl)=C\Cc1c(C)nc2c(C)cccc2c1Cl	18.3%
Cc1ccc(C(CNC(=O)c2cc(=O)c3ccc(C)c(C)c3o2)N2CCCC2)o1 (stereo not drawn)	-18.4%
COc1cc(SC)ccc1C(=O)Oc1ccc(C(C)(C)C)cc1	17.4%
Cc1noc(C)c1Cn1cc2c3c(cccc31)[C@H](CC(C)C)N[C@H](C(=O)NC1CCC1)C2	?
Cc1ccc(C(=O)NCC(=O)OCc2cc(=O)n3nc(C4CCCCC4)sc3n2)cc1	-8.0%
CCOCCCNC(=O)N1CC(Oc2ccc(-c3nc(C)no3)cc2)C1	4.2%
Cn1nc(C(=O)Nc2nc(-c3cccc4ccccc34)cs2)c2ccccc2c1=O	-0.6%
CCn1nccc1C(=O)N1CCC(Nc2nccnc2OC)CC1	28.2µM*
CC(OC(=O)C12CC3CC(CC(C3)C1)C2)C(N)=O (stereo not drawn)	0.1%
COCC(=O)NC[C@H]1CCN(Cc2cn(C)c3ccccc23)C[C@H]1N(C)C	?
Cc1noc(C)c1C(=O)N[C@@H]1CN(S(C)(=O)=O)C[C@H]1CN(C)C	-15.4%
CCC(=O)Nc1ccc(N2CCOCC2)c(S(=O)(=O)Nc2ccc(Cl)cc2)c1	?
COc1ccc(Cl)cc1NC(=O)CCS(=O)(=O)c1cccc2nonc12	-22.7%
CCOc1ccc(NC(=O)/C=C/Sc2ccccc2)cc1	12.5%
COc1ccccc1CC(=O)N[C@@H]1CN(C2CCOCC2)C[C@H]1CN(C)C	?
Cc1nn2c(c1-c1ccccc1OCc1ccccc1)N(C(=O)COc1ccccc1C(N)=O)CCC2	-13.1%
COc1ccc(OC2CCN(C(C)=O)CC2)c(C(=O)NC(C)Cc2cccnc2)c1 (stereo not drawn)	?
CCOc1ccc(-c2nn(CC(=O)NC3CCCCC3)c3c2cnc2ccc(C)cc23)cc1	-23.9%
CC1Oc2ccc(NC(=O)CC(C)(C)C)cc2CN(CCc2ccccc2)C1=O (stereo not drawn)	?
Cc1c(CNC2CCCCC2)c(C(=O)O)c(C)n1Cc1ccc(F)cc1	-25.4%
COc1ccc(C2(C)N(O)C(C)C(c3ccccc3)=[N+]2[O-])cc1 (stereo not drawn)	10.1%
COc1ccc(CNC(=O)c2cc(C(=O)C3CC3)c[nH]2)cc1	-8.4%
CCN(C)Cc1cccc(CNC(=O)CCc2ncc(-c3ccccc3)o2)c1	10.3%
COc1ccccc1NC(=O)c1cc(=O)c2cc(C)ccc2o1	-8.4%
O=C(NCCc1csc(-c2ccc(C(F)(F)F)cc2)n1)C(=O)Nc1ccc(F)c(Cl)c1	-1.1%
Cc1ccc(-c2nnc(Nc3ccc(S(N)(=O)=O)cc3)c3ccccc23)cc1S(=O)(=O)N1CCOCC1	?
O=C(OCC(=O)N1CCN(C(=O)c2ccco2)CC1)c1cncc(Br)c1	-11.7%
CC(C)(C)NC(=O)CSc1nnc(-c2cccnc2)o1	8.3%
Cc1ccc(NC(=O)COC(=O)Cn2c(C)csc2=O)cc1S(=O)(=O)N1CCOCC1	22.9%
CCCc1cc(=O)n2nc(N3CCC(C(=O)NCc4cccc(Br)c4)CC3)sc2n1	10.6%
CCc1ccc(NC(=O)Cn2nc(C(F)(F)F)c3c2CCCC3)cc1	3.6%
COc1ccc2c(CCNC(=O)CCNc3nc(Cl)nc4nc[nH]c34)c[nH]c2c1	-17.2%
CC(=O)N1CCC(Cc2noc(-c3ccccc3)n2)C1 (stereo not drawn)	9.8%
Cc1cccc(N2C(=O)C(O)=C(C(=O)c3cccs3)C2c2cccc(Oc3ccccc3)c2)n1 (stereo not drawn)	?
Fc1ccc(Nc2ncnc3onc(-c4ccc(Cl)cc4)c23)cc1	-27.1%
COc1cc(CC(=O)OCC(=O)c2ccc(Cl)cc2)cc(OC)c1OC	-6.0%
CCCCNc1nc2c(c(=O)n(C)c(=O)n2C)n1Cc1ccc(F)cc1	-16.9%
COc1ccc(-c2ncc[nH]2)cc1	-20.1%[230 µM]
CCCCc1ncc(-c2c(-c3ccccc3)ncn2CC2(CO)CCC2)[nH]1	-35.0%
Cc1ccc(C(=O)CCC(=O)NC(C)C2CC3CCC2C3)cc1C (stereo not drawn)	12.4%
Cc1cccc(-n2ncc3c2CCCC3NC(=O)C2(C)CCNCC2)c1C (stereo not drawn)	3.8%
O=C(Nc1ccccc1F)c1cnn2c(C(F)F)cc(C3CC3)nc12	-11.4%
CCc1cc(CNC(=O)C2CCC(=O)N(CCc3ccc(OC)cc3)C2)on1 (stereo not drawn)	12.5%
O=C(CSc1nccn2nc(-c3cccc4ccccc34)cc12)N1CCN(c2ccc(F)cc2)CC1	6.0%
COCCC(=O)NCCC1CCN(C(=O)Nc2cc(F)ccc2F)CC1	-15.1%
O=C(O)CCC(=O)N1CCC2(CC1)CC(Cc1ccccc1)=NO2	-16.6%[149 µM]

Among those listed so far, these contain a tert-butyl group.
SMILES	KDM5B inhibitor
COc1cc(SC)ccc1C(=O)Oc1ccc(C(C)(C)C)cc1	17.4%
CC1Oc2ccc(NC(=O)CC(C)(C)C)cc2CN(CCc2ccccc2)C1=O (stereo not drawn)	?
CC(C)(C)NC(=O)CSc1nnc(-c2cccnc2)o1	8.3%

The main list resumes; the four compounds before the break are reprinted first.
SMILES	KDM5B inhibitor
CCc1cc(CNC(=O)C2CCC(=O)N(CCc3ccc(OC)cc3)C2)on1 (stereo not drawn)	12.5%
O=C(CSc1nccn2nc(-c3cccc4ccccc34)cc12)N1CCN(c2ccc(F)cc2)CC1	6.0%
COCCC(=O)NCCC1CCN(C(=O)Nc2cc(F)ccc2F)CC1	-15.1%
O=C(O)CCC(=O)N1CCC2(CC1)CC(Cc1ccccc1)=NO2	-16.6%[149 µM]
COc1ccc2[nH]c(=O)c(CN(C(=O)c3cccc(Cl)c3)c3ccccc3C)cc2c1	-3.0%
CCn1nc(C(=O)Nc2nc(-c3ccccc3)cs2)c2ccccc2c1=O	9.4%
CC(NC(=O)CN1CCN(C(=O)c2cccs2)CC1)c1ccc(F)cc1F (stereo not drawn)	7.1%
COc1ccc(C(=O)N2c3ccccc3NC3=C(C(=O)CCC3)C2c2ccccc2OC)cc1 (stereo not drawn)	1.6%
CN(CCOc1ccccc1)C(=O)C1CCN(C(=O)c2ccc(F)cc2)CC1	-9.2%
Cc1cc(CNC(=O)c2cc(-c3ccc(N4CCOCC4)cc3)cc3c2OCCN3C)no1	?
COc1ccc(-n2ncc3c(NCCC4=CCCCC4)ncnc32)cc1	?
CCn1cc(/C=C(\NC(=O)c2ccco2)C(=O)N2CCOCC2)c2ccccc21	5.0%
Fc1ccc(Nc2ncnc3c2nc2n3CCCCC2)c(F)c1	-7.9%
O=C(c1ccccc1)N1CCn2c(nn(-c3ccc(F)cc3)c2=O)C1	-8.0%[86.2 µM]
Cn1nc(C2CCN(C(=O)Cc3cccc(F)c3)CC2)c2c1CCOC2	7.9%
Cc1ccccc1-n1c(SCC(=O)c2ccccc2)nnc1-c1ccc(F)cc1	-28.7%
CCc1ccc(NC(=O)Cn2c(=O)n(CCC(=O)NCc3ccc4c(c3)OCO4)c(=O)c3ccccc32)cc1	2.1%
CCc1ccccc1NC(=O)[C@H]1CCC[C@H]1NC(=O)c1ccc(OC)nc1	5.6%
CC1(c2ccccc2)N(Cc2ccccc2C#N)C(=O)OC12CCN(C(=O)Cc1cccc(F)c1)CC2 (stereo not drawn)	3.8%
CCNC(=O)N1CCC(CCOc2ccccc2)C1 (stereo not drawn)	-15.9%
Fc1ccc(-c2noc(-c3ccc[nH]3)n2)cc1	3.5%
Cn1ncc2c(C(=O)NCCc3ccc(Cl)cc3)cc(-c3ccc(Cl)cc3Cl)nc21	70.8µM*
CCC1CCc2sc(C(=O)NCc3cccs3)cc2C1 (stereo not drawn)	1.6%
CC(C)CNc1nc(C(=O)Nc2nnc(C3CC3)s2)cs1	?

Retrieved by structure from above (7):
SMILES	KDM5B inhibitor
Cn1nc(C2CCN(C(=O)Cc3cccc(F)c3)CC2)c2c1CCOC2	7.9%
Cc1ccccc1-n1c(SCC(=O)c2ccccc2)nnc1-c1ccc(F)cc1	-28.7%
CCc1ccc(NC(=O)Cn2c(=O)n(CCC(=O)NCc3ccc4c(c3)OCO4)c(=O)c3ccccc32)cc1	2.1%
COc1ccc(C(=O)N2c3ccccc3NC3=C(C(=O)CCC3)C2c2ccccc2OC)cc1 (stereo not drawn)	1.6%
CC(C)CNc1nc(C(=O)Nc2nnc(C3CC3)s2)cs1	?
CN(CCOc1ccccc1)C(=O)C1CCN(C(=O)c2ccc(F)cc2)CC1	-9.2%
CCc1ccccc1NC(=O)[C@H]1CCC[C@H]1NC(=O)c1ccc(OC)nc1	5.6%

Continuation.
SMILES	KDM5B inhibitor
C=CCNc1nc2c(c(=O)n(C)c(=O)n2C)n1CCCCCC	19.7%
O=C(c1cccc(Cl)c1)N1CCN(c2cn[nH]c(=O)c2Cl)CC1	9.6%
CC(C)NC(=O)CC(c1ccc(F)cc1)N1Cc2ccccc2C1=O (stereo not drawn)	20.9%
CNC(=O)CN(C)S(=O)(=O)c1ccc(C)c2ncccc12	16.2%
Cc1ccccc1C(=O)Nc1ccc2nc(SCC(=O)N3CCc4ccccc43)sc2c1	?
COc1cccc(N2CCN(C(=O)Cn3c(-c4cccs4)cc4ccccc43)CC2)c1	?
N#CCOc1ccccc1/C=C/C(=O)c1ccc(F)c(Cl)c1	?
CN(C)S(=O)(=O)c1ccc(C(=O)OCC2CCCO2)cc1 (stereo not drawn)	31.6%
Cc1cnn(CC(=O)N2CCc3nn(C)c(=O)n3CC2)c1	19.4%
CCOc1ccccc1CNC(=O)CN1C(=O)CCCc2ccccc21	-7.2%
COc1ccc2[nH]c3c(c2c1)CCNC31CCN(C(=O)CC(C)C)CC1	?
CC1=C(C)CC(C(=O)N2CCCc3cc(C)ccc32)C(C(=O)O)C1 (stereo not drawn)	-15.2%
CCC(C)n1c(=N)c(C(=O)NCc2ccco2)cc2c(=O)n3cc(C)ccc3nc21 (stereo not drawn)	?
COc1cccc(C(=O)Oc2ccc3c(=O)c(-c4ccccc4OC)c(C)oc3c2)c1	85.9%[activator]
COc1cc(-c2noc(C)n2)cc(OC)c1OC	6.3%
O=C(O)C1(Oc2ccc3ncccc3c2)CCN(Cc2cccnc2)CC1	-26.9%
Cc1ccc(NC(=O)Cn2cnc3nc4c(cc3c2=O)CCCC4)cc1Cl	20.9%
CC(=O)NC1CC2(CCN(C(=O)c3c(C)noc3C)CC2)Oc2ccccc21 (stereo not drawn)	9.1%[115 µM]
COc1cccc(-c2ccccc2CN)c1	-2.6%[149 µM]
CC(C)OC(=O)c1c(-c2ccc(Cl)c(Cl)c2)csc1NC(=O)CCC(=O)O	?
Cc1ccccc1NC(=O)c1ccc2c(c1)CCC2	25.5%
Cc1cccc(C(=O)NNC(=S)NC(=O)c2ccc(C(C)(C)C)cc2)c1	?
C=CCC(C)(NCc1ccccc1)c1ccccc1 (stereo not drawn)	20.1%
Cn1c(=O)c2c(nc(N3CCOCC3)n2Cc2cccc(Br)c2)n(C)c1=O	15.3%&-28.3%
O=C(CCc1ncc(-c2ccccc2Cl)o1)NCc1ccncc1	-3.8%
CN(C)[C@@H]1CN(C(=O)c2cccn2C)CC[C@@H]1CO	12.6%
COc1cccc(NC(=O)N2CC(c3nnc(-c4ccncc4)o3)C3(CCOCC3)C2)c1 (stereo not drawn)	16.9%
CC(Oc1ccccc1)C(=O)N1CCC(n2cc(-c3nc(-c4ccccc4)no3)nn2)CC1 (stereo not drawn)	-23.2%
O=C(c1cccn1-c1nnc(N2CCCCC2)s1)N1CCN(c2ccccc2)CC1	?
COc1cc(-c2ccno2)ccc1S(=O)(=O)N1CCN(c2ccccc2F)CC1	?
O=C(O)c1ccccc1CSc1ccc(Cl)cc1	10.8%
Cc1ccc(C(CNC(=O)c2cc(=O)c3cc(Br)ccc3o2)N2CCC(C)CC2)o1 (stereo not drawn)	14.7%
COc1ccc(-n2c(-c3ccco3)nc3c(cnn3-c3ccc(C)cc3)c2=O)cc1	?
O=S1(=O)CCN(Cc2cn(C[C@H]3C[C@@H](NCc4ccc(F)cc4)[C@H](O)[C@@H]3O)nn2)CC1	?
Cc1ccc(N2C(=O)N[C@@H]3CCN(C(=O)c4ccc(C(F)(F)F)cc4)[C@@H]3C2=O)cc1	23.3%[86.2 µM]

Only part of the results is shown; rates above refer to the full screens.
